Source: PubChem BioAssay
Mtb UGM inh: M. tuberculosis UGM enzyme inhibitors, primary screen, biochemical, fluorescence polarization, single point | UDP-galactopyranose mutase (Mycobacterium tuberculosis (strain ATCC 25618 / H37Rv)), … | purified UGM, fluorescence polarization probe displacement | inhibition, % at 10 µM | 0.06% of 320,000 active | AID 504406, 2011; in the data active = inhibition above about 10%, passing the limit was not always enough
BioA inh: M. tuberculosis BioA enzyme inhibitors, primary screen, biochemical, plate reader, single point, HTS. 7,8-diaminopelargonic acid synthase BioA (Mycobacterium tuberculosis). purified M. tuberculosis BioA enzyme. inhibition, % at 9.99 µM. 0.096% of 360,000 active. AID 602481, 2012; in the data active = inhibition above about 40%
BoNT A protease: BoNT/A light chain protease inhibitors, primary screen, biochemical, flow cytometry, MLPCN library | 0.17% of 360,000 active | inhibition, % at 10 µM | Botulinum neurotoxin type A light chain protease (Clostridium botulinum A str. ATCC 3502) | multiplex microsphere protease substrate cleavage; note: plate controls were buffer without enzyme for full effect and enzyme alone for no effect
Anthrax LF prot: Bacillus anthracis LF protease inhibitors, primary screen, biochemical, multiplex microsphere, MLPCN library; Lethal factor (Bacillus anthracis), P15917; multiplex microsphere protease cleavage assay; AID 588501, 2011; 0.12% of 360,000 active; inhibition, % at 10 µM; note: plate controls were buffer without enzyme for full effect and enzyme alone for no effect
Target sequence (P15917 whole entry, looked up): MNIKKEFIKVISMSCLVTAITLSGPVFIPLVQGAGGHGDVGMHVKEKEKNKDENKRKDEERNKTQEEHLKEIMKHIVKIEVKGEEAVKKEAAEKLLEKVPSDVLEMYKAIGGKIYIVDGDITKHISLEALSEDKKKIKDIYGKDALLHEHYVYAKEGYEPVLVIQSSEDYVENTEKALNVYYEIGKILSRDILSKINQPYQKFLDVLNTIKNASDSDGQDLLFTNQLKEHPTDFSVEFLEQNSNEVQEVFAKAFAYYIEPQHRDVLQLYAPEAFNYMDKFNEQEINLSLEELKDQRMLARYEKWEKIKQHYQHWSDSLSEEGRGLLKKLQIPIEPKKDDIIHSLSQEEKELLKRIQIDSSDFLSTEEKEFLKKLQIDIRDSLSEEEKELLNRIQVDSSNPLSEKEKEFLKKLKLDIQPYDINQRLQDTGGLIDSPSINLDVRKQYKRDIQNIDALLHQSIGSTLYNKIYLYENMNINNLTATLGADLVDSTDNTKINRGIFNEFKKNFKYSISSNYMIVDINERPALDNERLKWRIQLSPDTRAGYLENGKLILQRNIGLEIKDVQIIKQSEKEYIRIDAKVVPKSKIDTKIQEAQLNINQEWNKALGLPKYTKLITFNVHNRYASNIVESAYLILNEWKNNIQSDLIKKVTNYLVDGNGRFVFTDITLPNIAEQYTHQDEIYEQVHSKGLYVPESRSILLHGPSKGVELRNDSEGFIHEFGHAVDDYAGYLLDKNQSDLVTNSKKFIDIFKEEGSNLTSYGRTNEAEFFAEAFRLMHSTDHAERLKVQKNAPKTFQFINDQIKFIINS
Mtb FBA inh: Mtb FBA enzyme inhibitors, primary screen, biochemical, fluorescence, strain H37Rv. Fructose-bisphosphate aldolase (Mycobacterium tuberculosis (strain ATCC 25618 / H37Rv)), …. purified M. tuberculosis FBA, fluorescence read-out. inhibition, % at 1 µM. 2.3% of 360,000 active; in the data active = inhibition above about 27%;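 note: 0% = vehicle and 100% = reference inhibitor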
PfHsp40 rescue: rescue of yeast from PfHsp40 toxicity, primary screen, S. cerevisiae, ATP luminescence | growth rescue, % at 12.5 µM | 0.68% of 340,000 active | S. cerevisiae expressing PfHsp40, growth rescue | AID 504582, 2011; in the data active = growth rescue above about 28%, passing the limit was not always enough;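 note: yeast W303a lacking pdr1 and pdr3 grown in galactose medium; growth measured after three days at 30 °C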
BoNT-F LC inh: BoNT/F light chain protease inhibitors, primary screen, biochemical, flow cytometry, MLPCN library; Botulinum neurotoxin type F light chain protease (Clostridium botulinum); Multiplex microsphere protease cleavage assay; inhibition, % at 10 µM; 0.22% of 360,000 active; in the data active = inhibition above about 35%, passing the limit was not always enough; note: plate controls were buffer without enzyme for full effect and enzyme alone for no effect
GDH-TPI counter: GDH-TPI coupling enzyme inhibitors, primary screen, artefact control for M. tuberculosis FBA inhibitor project, biochemical, absorbance, full deck | GDH-TPI coupled enzyme counterscreen, NADH absorbance | inhibition, % at 4.8 µM | 1.2% of 360,000 active; in the data active = inhibition above about 30%;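 note: 0% = DMSO wells and 100% = wells lacking the enzyme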
FadD28 binding: inhibitors of FadD28 bisubstrate probe binding, primary screen, biochemical, fluorescence polarization, single point; Mycobacterium tuberculosis FadD28 fatty-acid-AMP ligase; inhibition, % at 12.5 µM; 0.22% of 360,000 active; in the data active = inhibition above about 8.5%, passing the limit was not always enough
* marks the source's active call; other numbers are inactive results; · = no result given. Cut-off read from the data, not from the text of the source, unless noted: active = inhibition above about 30%; inconclusive = no clear call, values can overlap the other calls; inactive = below that.

SMILES | Mtb UGM inh | BioA inh | BoNT A protease | Anthrax LF prot | Mtb FBA inh | PfHsp40 rescue | BoNT-F LC inh | GDH-TPI counter | FadD28 binding
CC(=O)Nc1cccc(NC(=O)C2CCCN2C(=O)Nc2cccc(C)c2)c1 (configuration not stated) | 0.2 | 0.3 | -0.2 | 0 | 0 | -0.1 | -4 | -1 | -2.9
Cn1c(SCc2ccccc2)nnc1-c1ccc2c(c1)OCO2 | -0.7 | 5.6 | -0.2 | -2 | 0 | 0.0 | -11 | -6 | -1.6
Cc1ccc(N=C2NC(=O)CS2)cc1C | 1.2 | -1.4 | 0.3 | -13 | -1 | 2.5 | 0 | -6 | -4.5
O=C(Nc1ccon1)c1cc(-c2ccccc2)nc2ccccc12 | 1.8 | 0.1 | 0.4 | 0 | 5 | 1.2 | 2 | 9 | -5.9
Cc1ccc(-n2nc(-c3ccccc3)cc2Nc2ccccc2N)cc1 | -2.7 | · | 1.2 | -1 | 0 | -1.2 | 6 | -2 | -0.3
CCSc1ccc(-c2nn(-c3ccccc3)cc2/C=C(/C#N)C(=O)NC)cc1 | 0.4 | -0.2 | -0.4 | 1 | 8 | 1.5 | -5 | 17 | -0.2
COc1ccc(-c2coc3cc4oc(=O)c(CC(=O)O)c(C)c4cc23)cc1 | · | -1.1 | 0.1 | -6 | 3 | -1.6 | 16 | -4 | ·
Cc1ccccc1C(=O)N1CCN(c2ccc([N+](=O)[O-])c(N3CCOCC3)c2)CC1 | -3.0 | 2.3 | · | · | -13 | 1.4 | · | 18 | -3.4
O=C(CCCCCNC(=O)N1CCn2c1nc1ccccc12)NCc1ccccc1 | 0.6 | -1.6 | 0.1 | -1 | 0 | 0.2 | 11 | -3 | -1.6
CCOC(=O)C1=NNC2C(=O)N(C3CCCCC3)C(=O)C12 (configuration not stated) | 1.2 | -1.6 | 0.3 | -1 | 1 | 0.6 | -5 | 0 | -2.9
CCOc1ccc(S(=O)(=O)Nc2ccc(S(=O)(=O)N3CCCC3)cc2)cc1 | 1.4 | -0.2 | -0.4 | 2 | -2 | -1.4 | 2 | 14 | -2.3
Cc1cc(-c2nn(-c3ccccc3F)cc2CN2CCCC(C(N)=O)C2)c(C)s1 (configuration not stated) | 0.9 | -0.4 | -3.1 | -3 | 0 | -0.7 | -9 | 4 | -1.9

Part of the list above in order of number of heavy atoms, falling:
SMILES | Mtb UGM inh | BioA inh | BoNT A protease | Anthrax LF prot | Mtb FBA inh | PfHsp40 rescue | BoNT-F LC inh | GDH-TPI counter | FadD28 binding
Cc1cc(-c2nn(-c3ccccc3F)cc2CN2CCCC(C(N)=O)C2)c(C)s1 (configuration not stated) | 0.9 | -0.4 | -3.1 | -3 | 0 | -0.7 | -9 | 4 | -1.9
Cc1ccc(-n2nc(-c3ccccc3)cc2Nc2ccccc2N)cc1 | -2.7 | · | 1.2 | -1 | 0 | -1.2 | 6 | -2 | -0.3
O=C(Nc1ccon1)c1cc(-c2ccccc2)nc2ccccc12 | 1.8 | 0.1 | 0.4 | 0 | 5 | 1.2 | 2 | 9 | -5.9
Cn1c(SCc2ccccc2)nnc1-c1ccc2c(c1)OCO2 | -0.7 | 5.6 | -0.2 | -2 | 0 | 0.0 | -11 | -6 | -1.6

(cont.)
SMILES | Mtb UGM inh | BioA inh | BoNT A protease | Anthrax LF prot | Mtb FBA inh | PfHsp40 rescue | BoNT-F LC inh | GDH-TPI counter | FadD28 binding
CC(Oc1cccc(Cl)c1)C(=O)N1CCN(c2ncccn2)CC1 (configuration not stated) | -0.1 | 2.5 | · | · | 6 | -0.7 | · | 2 | -3.7
CCOc1ccc(CCNC(=O)C2CCCN(S(=O)(=O)N3CCCCC3)C2)cc1OCC (configuration not stated) | · | -0.2 | -0.1 | -12 | 1 | · | 0 | -9 | -3.3
Cc1ccc(C2=Nc3cccnc3C(c3ccccc3)=NN2)cc1 | 0.9 | · | -0.4 | -8 | -2 | 0.1 | -4 | -3 | -1.3
CSc1oc(-c2ccc(F)cc2)nc1S(=O)(=O)c1ccc(F)cc1 | -2.7 | -2.2 | -0.3 | 0 | 1 | -0.2 | -3 | 12 | -0.7
Cc1ccc(C(=O)C2CN(C)CC2C(=O)c2ccc(C)cc2)cc1 (configuration not stated) | -2.7 | -0.8 | 0.4 | -1 | 1 | -1.1 | -8 | 5 | -3.9
Cc1cccc(-c2nc(C)cc(=O)[nH]2)c1 | -0.7 | · | -0.4 | -3 | 1 | -0.2 | -12 | -2 | -2.2
CCN(CC)CC(=O)Nc1ccc([N+](=O)[O-])cc1 | 0.2 | 0.4 | 0.0 | 1 | -6 | 0.4 | 1 | 14 | -0.5
COc1ccccc1N1CCN(C(=O)CCCN2C(=O)c3cccc4cccc(c34)C2=O)CC1 | -1.8 | -2.5 | -0.9 | -2 | -1 | 0.6 | -2 | 19 | 1.4
NC(=Nc1ccc(Cl)cc1)c1ccccc1 | -0.6 | -0.8 | -0.8 | -2 | 4 | 1.4 | -1 | -4 | 0.8
O=S(=O)(C(=CNc1ccccc1)S(=O)(=O)c1ccccc1)c1ccccc1 | -1.6 | · | -0.5 | 1 | -1 | -0.8 | -10 | 7 | -0.4
COCCSc1ccccc1C(=O)NCC1CCCO1 (configuration not stated) | 0.4 | -1.7 | -0.3 | 1 | 0 | -0.3 | 2 | 6 | -2.1
COc1ccc([N+](=O)[O-])cc1NC1CCN(C(=O)c2cccs2)CC1 | 0.2 | 1.2 | -2.2 | 3 | -1 | 1.0 | -6 | 19 | -0.7
CCCCCn1c(=N)c(S(=O)(=O)c2ccc(Br)cc2)cc2c(=O)n3cccc(C)c3nc21 | -1.0 | -1.6 | 11 | 13 | -1 | -0.3 | 17 | -2 | -3.1
CC1CCCCC1Nc1nc2ccc(Cl)cc2n2cnnc12 (configuration not stated) | -0.9 | -1.3 | -0.8 | -12 | 1 | 27* | -5 | 8 | -4.2
O=C(Nc1c(C(=O)NCc2ccco2)cnn1-c1ccccc1)c1cccc(F)c1 | 1.5 | -1.0 | 1.4 | -2 | 0 | 0.3 | 1 | 10 | 0.7
CNC(=O)COC(=O)c1cc(SC)ccc1Cl | -0.4 | · | -1.6 | -1 | 12 | 0.6 | 2 | 4 | -3.1
C/C(=N\NC(=O)c1cccc([N+](=O)[O-])c1)c1cccc(NC(=O)C2CC2)c1 | 3.8 | · | -0.8 | -1 | 2 | -0.7 | 6 | -1 | 1.3
CC(C)NC(=O)c1ccc2c3n(nc2c1)-c1ccc(Cl)cc1CO3 | -0.7 | 1.2 | -1.2 | -12 | 7 | 2.8 | -7 | 10 | -1.8
COc1cccc(CN2CC(C(=O)N(C)Cc3nc4ccc(F)cc4[nH]3)CCC2=O)c1 (configuration not stated) | -0.6 | 3.4 | -2.0 | 0 | -1 | -0.3 | 8 | 3 | -1.7
CN(C)CCNC(=O)Cn1nc(-c2ccc(Cl)cc2)ccc1=O | -0.1 | · | 0.4 | 1 | 3 | -1.1 | -4 | -4 | -3.6
CN(CCCC(=O)NCc1ccc2c(c1)OCO2)S(=O)(=O)c1ccc([N+](=O)[O-])cc1 | -1.2 | 0.0 | -5.5 | -2 | -2 | -0.1 | -12 | 5 | 0.3
Cc1ccsc1C(C(=O)NC1CCCCC1)N(C(=O)Cc1cccs1)C1CC1 (configuration not stated) | -3.3 | -2.1 | -1.5 | -1 | 1 | -1.4 | -13 | 6 | 2.6
N#C/C(=C\c1ccc(Cl)cc1)c1nc2ccccc2o1 | -1.3 | · | 0.4 | -1 | 2 | -0.4 | -6 | 10 | -1.7
COc1ccccc1CN1CCNC(=O)C1CC(=O)NCc1cn(C)nc1C (configuration not stated) | -1.4 | -1.3 | 0.4 | -3 | 1 | 0.8 | 0 | 10 | -3.0
CC1(C)Cc2ccccc2-c2nnnn21 | 3.1 | -0.5 | 1.2 | 3 | 3 | 2.0 | -1 | 4 | -0.4
Cc1ccc(-c2csc3nc[nH]c(=O)c23)cc1C | -0.5 | -1.1 | -4.0 | -2 | 2 | 0.5 | -8 | -3 | -5.8
COCCCNc1nc2nonc2nc1N1CCN(Cc2cccc(C)c2)CC1 | -1.5 | 0.0 | 0.1 | 2 | -3 | 0.1 | -2 | 18 | -4.7
CCC(C)(C(=O)NC1CCCCC1)N(Cc1cccs1)C(=O)c1ccccn1 (configuration not stated) | -0.6 | · | -0.5 | -2 | -1 | -2.1 | -1 | 1 | 1.6
O=C(NCc1cccs1)c1ccc(S(=O)(=O)N2CCOCC2)cc1 | -2.4 | -1.6 | -0.2 | -2 | -3 | 1.5 | -4 | 9 | -3.1
O=C(NCc1ccccc1)C(=O)NCC(c1ccco1)N1CCN(c2ccccc2F)CC1 (configuration not stated) | -1.0 | · | -0.3 | 2 | -1 | -0.5 | -5 | -3 | -3.6
CC1CCCN(C(=O)C2CCN(S(=O)(=O)c3cccc4nsnc34)CC2)C1 (configuration not stated) | 0.5 | 0.3 | -0.7 | -1 | -1 | 0.1 | 1 | 5 | 0.7
CCc1cc(C(=O)Cc2ccccn2)c(O)cc1O | 2.1 | -0.7 | -0.8 | -10 | 4 | 1.5 | 12 | 27 | -2.7
O=c1cc(CO)occ1OCc1cccc(C(F)(F)F)c1 | 0.9 | -0.5 | -1.3 | -6 | 1 | -1.8 | -17 | 9 | -0.6
CCCc1cc(=O)oc2c(CN3CCN(C)CC3)c(O)c(Cl)cc12 | 1.2 | -1.2 | 0.5 | 0 | · | 0.1 | 13 | 26 | -3.9
Cc1ccc(OS(=O)(=O)c2ccccc2)c(/C=N/N=C2\NC(=O)C(C)S2)c1 (configuration not stated) | -0.3 | -0.2 | -0.3 | 1 | 0 | 3.3 | -4 | 29 | -2.9
O=C(NCCCN1CCCC1=O)Nc1ccc(Br)cc1Cl | -1.8 | -0.6 | -0.7 | -2 | 4 | -0.7 | -6 | -3 | -2.5
CSCC[C@H]1COC[C@@H](Cc2ccccc2)N1c1ccccc1 | · | -1.9 | -0.4 | -6 | -2 | · | -5 | 8 | -3.0
COc1ccc(/C(O)=C2\C(=O)C(=O)N(CCN(C)C)C2c2cc(OC)c(OC)c(OC)c2)c(C)c1 (configuration not stated) | -1.0 | 2.1 | 0.4 | 5 | -7 | -0.5 | 6 | 12 | -2.4
Cc1ccc(/C=N/NC(=O)c2ccc(NC(=O)c3ccc(Cl)cc3)cc2)o1 | -1.0 | -1.9 | 1.7 | 3 | 0 | 0.2 | 8 | 9 | -1.4
O=C(COC(=O)c1ccc(NS(=O)(=O)c2cccs2)cc1O)NCc1ccccc1 | 2.7 | -1.3 | -0.5 | -3 | -4 | 0.8 | -1 | 16 | 1.8
Cc1onc(-c2c(F)cccc2Cl)c1C(=O)OCC(=O)c1c(N)n(C)c(=O)n(C)c1=O | 1.5 | · | -1.4 | -3 | -3 | 0.1 | -2 | -5 | -5.2
CCCS(=O)(=O)N1CCN(Cc2ccncc2)CC1 | 1.2 | 0.9 | 0.3 | -8 | 8 | -1.4 | 7 | 7 | -1.0
Cc1ccc(NS(=O)(=O)c2ccc(C)c(NC(=O)COc3ccccc3)c2)c(C)c1 | -0.4 | · | 0.2 | -2 | -3 | 0.6 | -3 | 0 | -1.7
O=C(C1CCN(Cc2ccccc2O)CC1)N1CCN(Cc2ccc3c(c2)OCO3)CC1 | -2.1 | 0.0 | 1.0 | -3 | 2 | -0.1 | -3 | -4 | -3.8
Cc1cc(OCC(=O)NC(C)C)cc(C)c1Br | · | · | -1.1 | -1 | -3 | 0.4 | -11 | -1 | -2.2
COC(=O)c1c(C)[nH]c(C(=O)COC(=O)Cc2ccc3c(c2)OCCO3)c1C | 0.7 | 4.7 | -0.4 | 1 | -2 | 0.1 | 2 | 6 | -0.8
